Myeloid diff MLP: promotes myeloid progenitor differentiation | ER-HoxA9 myeloid progenitors, lysozyme-GFP differentiation, flow cytometry | 360,000 compounds, 1% hits | AID 624256 | calls only at 10 µM;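 active means normalized GFP-positive differentiation at or above the plate's own cutoff, the solvent-only control mean plus 3 SD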;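 further: cells exposed to compound for four days before flow analysis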
Siah-1 displacement: Siah-1 peptide-binding antagonists, primary screen, biochemical, fluorescence polarization, rhodamine-plectin, uHTS (AID 1817); Siah-1 / rhodamine-plectin peptide fluorescence polarization; higher % means a stronger effect; displacement, % at 20 µM, or IC50 in µM where a hit was titrated; 290,000 compounds, 0.02% hits;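 active means displacement of at least 50% at 20 µM, with a fluorescence ratio check between 0.3 and a set limit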;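 further: plate controls were Siah plus tracer with DMSO for no effect and tracer alone without Siah for full effect; strong numbers were not always called active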
KOR beta-arrestin-1: KOR antagonists, beta-arrestin recruitment, cell-based, luminescence, uHTS (AID 1778); KOR beta-arrestin recruitment, luminescence, antagonist mode; higher % means a stronger effect; inhibition, % at 10 µM, or IC50 in µM where a hit was titrated; 290,000 compounds, 0.091% hits; further: strong numbers were not always called active
NOD1 inhibition: inhibition of NOD1-driven NF-kB reporter – cell-based, luminescence, uHTS, primary screen (AID 1578) | 290,000 compounds, 1% hits | NOD1-driven NF-kB luciferase reporter cells, luminescence; higher % means a stronger effect | one-dose inhibition, % at 4 µM; EC50 in µM for titrated hits; in the data active means inhibition mostly above about 36%, no sharp cut-off; inactive means mostly below about 34%;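 further: HEK-293T reporter cells stimulated with the NOD1 agonist gamma-tri-DAP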
LYP phosphatase: PTPN22 lymphoid phosphatase activity blockers – biochemical, fluorescence intensity, uHTS (AID 1779). recombinant LYP phosphatase, fluorescence intensity; higher % means a stronger effect. one-dose inhibition, % at 11.5 µM; IC50 in µM for titrated hits. 290,000 compounds, 0.054% hits;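 further: plate controls were vehicle with enzyme for no effect and no enzyme for full effect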
NOD2 inhibition: inhibition of NOD2-driven NF-kB reporter – cell-based, luminescence, uHTS, HEK293 (AID 1566); HEK293 NOD2/NF-kB luciferase reporter, luminescence; higher % means a stronger effect; one-dose inhibition, % at 4 µM; EC50 in µM for titrated hits; 290,000 compounds, 0.63% hits; further: many of its hits are not listed in these tables
HIV fusion peptide: cell-free HIV fusion peptide-binding blockers – biochemical, uHTS, fluorescence dequenching, primary screen (AID 1986); inhibition, % at 20 µM, or IC50 in µM where a hit was titrated; cell-free peptide binding, fluorescence dequenching, 30 min; higher % means a stronger effect; 290,000 compounds, 0.3% hits; in the data active means inhibition mostly above about 52%, no sharp cut-off; inactive means mostly below about 76%; further: some results filed as inactive read as strong as hits
Salmonella PhoP GFP: inhibitors of PhoP regulon expression, primary screen, Salmonella Typhimurium, GFP reporter (AID 1863); 300,000 compounds, 0.16% hits; S. Typhimurium PhoP-regulated promoter GFP reporter, 4 h; higher % means a stronger effect; one-dose inhibition, % at 50 µM; IC50 in µM for titrated hits;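 active means inhibition over 29.93%, a cutoff 3 SD above the screen mean, later confirmed by dose response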;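 further: 0% = low Mg2+ inducing control and 100% = high Mg2+ repressing control; strong numbers were not always called active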
KOR beta-arrestin-2: KOR agonists, beta-arrestin recruitment, primary screen, cell-based, luminescence, uHTS (AID 1777); one-dose activation, % at 10 µM; EC50 in µM for titrated hits; KOR beta-arrestin recruitment, luminescence; higher % means a stronger effect; 280,000 compounds, 0.02% hits; in the data active means activation above about 50%, passing the limit was not always enough; further: a part of the inactive calls stands beside numbers as strong as those of hits
Myeloid diff MLP GFP+ MAC1+ %: further read-out of Myeloid diff MLP, marked with its call; GFP+ MAC1+ double positive, %; measured here: differentiation confirmed by MAC1 staining
Starred values were filed as active, the others as inactive; i = inactive; . = no result given; [ ] = another dose, or the depositor's remark. Unless noted, no stated cut-off is given here; in the data, active means inhibition above about 50%; inactive means the rest. A portion of the library (hit frequency here may not be typical).

[1] O=C(NCCNC(=O)C(c1ccccc1)c1ccccc1)c1ccco1
[2] Cc1ccc(CNc2cc(C(=O)O)ccc2C)s1
[3] CN(C)/C=C/C(=O)c1ccccc1
[4] O=C(COc1ccc(Cl)cc1Cl)OCC(=O)N1CCCc2ccccc21
[5] CC(c1ccccc1)n1cnc2ccccc2c1=O (stereo not given)
[6] COCCNC(=O)CN1CCOc2ccccc21
[7] CCOC(=O)C1(Cc2cccc(OC)c2)CCN(CC(O)CO)CC1 (stereo not given)
[8] CC(C)N1C(=O)C2(OCCCO2)c2cc(Br)ccc21
entry no.,1,2,3,4,5,6,7,8
Myeloid diff MLP,i,i,i,i,i,i,i,i
Myeloid diff MLP GFP+ MAC1+ %,0.9,0.5,0.9,0.2,0.4,1.8,0.2,0.4
Siah-1 displacement,-6%,3%,-4%,-3%,0%,5%,11%,-6%
KOR beta-arrestin-1,-34%,-45%[20 µM],15%,14%,-1%,7%,31%,-24%[20 µM]
NOD1 inhibition,21%,-9%,10%,-19%,-33%,1%,1%,21%
LYP phosphatase,-10%,-14%,-5%,1%,-4%,-4%,-5%,-5%
NOD2 inhibition,-8%,7%,-7%,-3%,-5%,8%,8%,8%
HIV fusion peptide,-2.2%,-0.2%,-0.3%,3.5%,-0.9%,0.8%,-0.3%,-1.0%
Salmonella PhoP GFP,-7%,2%,-8%,8%,-1%,-1%,-7%,8%
KOR beta-arrestin-2,-1.7%,-1.9%,0.1%,-1.9%,-2.8%,-9.9%,1.2%,2.6%

[9] CC(=O)OC1c2ccccc2C(=O)N1c1ccccc1C (stereo not given)
[10] CCCCC(CC)CNC(=O)CCS(=O)(=O)c1cccc2nsnc12 (stereo not given)
[11] O=C(CC1C(=O)NCCN1C(=O)Nc1ccccc1)Nc1ccc2c(c1)OCO2 (stereo not given)
[12] CCOC(=O)CCc1nc2ccccc2[nH]c1=O
[13] CCCc1cc2c(cc1NC(=O)c1ccc(Br)cc1)OCO2
[14] COc1cccc(C(C(=O)NC2CCCCC2)N(Cc2ccco2)C(=O)c2ccccn2)c1 (stereo not given)
[15] c1csc(-c2nn3c(C4COc5ccccc5O4)nnc3s2)c1 (stereo not given)
[16] COc1ccc(/C=C2/C(=O)N(CC3CCCO3)C(=S)N2C)c(OC)c1 (stereo not given)
entry no.,9,10,11,12,13,14,15,16
Myeloid diff MLP,i,i,i,i,i,i,i,i
Myeloid diff MLP GFP+ MAC1+ %,2.9,0.4,1.0,1.3,1.5,1.0,3.8,3.4
Siah-1 displacement,1%,2%,5%,5%,-3%,-6%,-1%,4%
KOR beta-arrestin-1,5%,33%,11%,-97%,-18%,38%,1%,26%
NOD1 inhibition,-20%,-24%,8%,-28%,-17%,26%,-11%,-8%
LYP phosphatase,-2%,2%,-7%,4%,-1%,-1%,-2%,4%
NOD2 inhibition,-10%,8%,16%,13%,-17%,5%,-11%,-9%
HIV fusion peptide,2.0%,-2.4%,-0.6%,1.9%,0.9%,3.5%,1.9%,-2.2%
Salmonella PhoP GFP,-6%,14%,3%,-3%,-3%,4%,-4%,-141%
KOR beta-arrestin-2,-2.7%,3.0%,-2.5%,-5.1%,5.6%,-0.1%,-3.5%,-4.9%

[17] CCC(C)(C(=O)NC1CCCC1)N(C(=O)CC1NC(=O)NC1=O)c1c(C)n(C)n(-c2ccccc2)c1=O (stereo not given)
[18] O=C(C1CCC(=O)N(C2CCCC2)C1)N1CCN(Cc2cccc(Cl)c2)CC1 (stereo not given)
[19] COc1ccc(CC(=O)N(C)C2CCCCC2)cc1S(=O)(=O)N1CCOCC1
[20] COCCNC(=S)NCc1ccc2[nH]c3c(c2c1)CCCC3
[21] CCN1/C(=C\C=C(C(C)=O)C(C)=O)Sc2ccccc21
[22] CN(CC(=O)Nc1ccc(F)c(F)c1F)c1ncnc2sccc12
[23] COc1ccc(-n2nnc3c(SCC(=O)Nc4ccc5c(c4)OCCO5)ncnc32)cc1
[24] COC(=O)CSc1nc2ccc(NC(=O)CSc3nnnn3Cc3ccccc3)cc2s1
entry no.,17,18,19,20,21,22,23,24
Myeloid diff MLP,i,i,i,i,i,i,.,i
Myeloid diff MLP GFP+ MAC1+ %,0.3,1.7,0.7,1.4,1.0,0.0,.,1.6
Siah-1 displacement,1%,4%,-3%,18%,0%,2%,2%,-4%
KOR beta-arrestin-1,-15%,3%,-19%,-26%,21%,-2%,37%,10%
NOD1 inhibition,-14%,-3%,-30%,-28%,2%,-21%,2%,-45%
LYP phosphatase,-3%,-6%,4%,-4%,5%,-6%,-7%,-6%
NOD2 inhibition,6%,-1%,-14%,8%,5%,4%,-9%,16%
HIV fusion peptide,0.9%,2.2%,1.1%,-1.8%,148%,0.3%,0.5%,11%
Salmonella PhoP GFP,-9%,-7%,2%,4%,-11%,-6%,-3%,-17%
KOR beta-arrestin-2,1.3%,-2.6%,0.0%,-4.5%,-7.8%,-2.4%,-2.3%,-2.9%

[25] Cc1ccc(CSc2ccc(-c3ccc4c(c3)OCO4)nn2)cc1
[26] CN(C(=O)CSc1ncnc2sc(-c3ccccc3)cc12)C1CCS(=O)(=O)C1 (stereo not given)
[27] CCOC(=O)C(Cc1cc(C(C)=O)ccc1OCC)C(=O)OCC
[28] COc1ccc(-c2cc(C(=O)N3CCN(Cc4ccc5c(c4)OCO5)CC3)on2)cc1OC
[29] CC(=O)c1ccc(NC(=S)NCCCN2CCOCC2)cc1
[30] CSc1ccccc1NC(=S)Nc1ccccc1C(F)(F)F
[31] CC1=NC(Nc2nc(C)c3ccccc3n2)=NC(C)(C)C1
[32] O=C(NCc1cccs1)C1CCCN(S(=O)(=O)c2ccc3c(c2)OCO3)C1 (stereo not given)
entry no.,25,26,27,28,29,30,31,32
Myeloid diff MLP,i,i,i,i,i,i,i,i
Myeloid diff MLP GFP+ MAC1+ %,0.2,0.6,1.7,2.8,0.5,0.9,1.1,2.1
Siah-1 displacement,-3%,0%,0%,10%,0%,-2%,1%,2%
KOR beta-arrestin-1,-2%,-40%[20 µM],0%,-16%,0%,-14%,38%,-17%
NOD1 inhibition,-32%,0%,-20%,-20%,-40%,3%,-12%,-15%
LYP phosphatase,-6%,6%,-3%,-8%,-3%,-5%,2%,-4%
NOD2 inhibition,-133%,17%,22%,10%,-9%,3%,10%,-14%
HIV fusion peptide,-3.3%,-1.3%,-1.4%,-1.1%,-1.6%,46%,1.3%,0.3%
Salmonella PhoP GFP,1%,-11%,1%,-3%,1%,0%,13%,3%
KOR beta-arrestin-2,-6.9%,-0.1%,-1.7%,0.0%,-4.4%,10%,-8.4%,11%

[33] CC(C)OC(=O)CCCCCN1C(=O)CSC1=S
[34] O=C(NCCc1ccccc1)c1ccccc1NC(=O)C1CC=CCC1C(=O)O (stereo not given)
[35] CSCC[C@H](NC(=O)c1nn(C)c(=O)c2ccccc12)c1nc2ccccc2[nH]1
[36] CC(C)(C)OC(=O)CC12CCCCC1NC(=O)O2 (stereo not given)
[37] O=C(NCCC1CCCC1)c1cccs1
[38] COc1cc(C)nc(OCCNC(=O)COc2ccc(Cl)cc2Cl)n1
[39] N#C/C(=C/c1cc[nH]c1)C(N)=S
[40] CC1CCN(c2ccc3nnc(CCC(=O)NCCCOC(C)C)n3n2)CC1
entry no.,33,34,35,36,37,38,39,40
Myeloid diff MLP,i,i,i,i,i,i,i,i
Myeloid diff MLP GFP+ MAC1+ %,0.4,0.6,11,2.0,0.4,0.6,1.5,0.3
Siah-1 displacement,-5%,19%,4%,0%,-4%,-4%,51%,-4%
KOR beta-arrestin-1,24%,6%,14%,-1%[20 µM],-14%[20 µM],4%,-5%,-12%
NOD1 inhibition,-5%,-47%,1%,-27%,-30%,-13%,-22%,-8%
LYP phosphatase,0%,4%,-8%,-11%,-15%,-8%,-2%,4%
NOD2 inhibition,-1%,-28%,2%,5%,-13%,8%,0%,-12%
HIV fusion peptide,-1.5%,2.8%,-1.6%,-0.6%,0.3%,-1.7%,14%,0.8%
Salmonella PhoP GFP,-8%,-8%,2%,-6%,0%,8%,-6%,0%
KOR beta-arrestin-2,-2.2%,6.2%,3.7%,-1.4%,-2.9%,1.0%,-2.6%,4.5%

[41] CCOC(=O)c1sc(NC(=O)COC(=O)CNC(=O)C2CCCCC2)c(C(=O)OCC)c1C
[42] Cn1cccc1C(=O)C(=O)Nc1ccccc1
[43] Cc1onc(-c2c(F)cccc2Cl)c1C(=O)N1CCSCC1
[44] COc1ccc(N(C(=O)c2snc(C(N)=O)c2N)C(C(=O)NC2CCCCC2)c2ccc(C)o2)c(OC)c1 (stereo not given)
[45] CCC(C)[C@H](NC(=O)NCCCc1ccccc1)C(=O)OC (stereo not given in full)
[46] CCC1=NN(C(=O)c2ccc(Cl)cc2)C(O)(c2ccc(C)cc2)C1 (stereo not given)
[47] Cc1ccc(C(=O)NNC(=O)c2cc(OCC(F)(F)F)ccc2OCC(F)(F)F)cc1
[48] CCN(CC)CCNC(=O)c1ccc2c(c1NCCO)C(=O)c1ccccc1C2=O
entry no.,41,42,43,44,45,46,47,48
Myeloid diff MLP,i,i,i,i,i,i,i,.
Myeloid diff MLP GFP+ MAC1+ %,0.4,1.4,0.3,1.0,8.4,0.6,0.6,.
Siah-1 displacement,1%,3%,6%,-3%,0%,0%,-2%,9%
KOR beta-arrestin-1,-14%,-14%,16%,3%,8%,9%,-22%,-18%
NOD1 inhibition,-8%,-33%,-8%,-16%,-9%,54%,-11%,-1%
LYP phosphatase,-1%,-1%,-8%,-2%,5%,-7%,-2%,-4%
NOD2 inhibition,0%,-127%,2%,-23%,12%,-9%,7%,30%
HIV fusion peptide,0.7%,-2.2%,-1.8%,0.6%,3.0%,-0.1%,3.9%,-4.5%
Salmonella PhoP GFP,-4%,0%,8%,12%,-3%,0%,-12%,-1%
KOR beta-arrestin-2,-1.0%,1.8%,3.8%,-3.6%,1.4%,-6.1%,7.0%,7.8%

Complete entries, looked up by structure. Order of values: Myeloid diff MLP | Myeloid diff MLP GFP+ MAC1+ % | Siah-1 displacement | KOR beta-arrestin-1 | NOD1 inhibition | LYP phosphatase | NOD2 inhibition | HIV fusion peptide | Salmonella PhoP GFP | KOR beta-arrestin-2
Profile of `COc1ccc(N(C(=O)c2snc(C(N)=O)c2N)C(C(=O)NC2CCCCC2)c2ccc(C)o2)c(OC)c1` (stereo not given) : i | 1.0 | -3% | 3% | -16% | -2% | -23% | 0.6% | 12% | -3.6%
Profile of `CCC(C)[C@H](NC(=O)NCCCc1ccccc1)C(=O)OC` (stereo not given in full) : i | 8.4 | 0% | 8% | -9% | 5% | 12% | 3.0% | -3% | 1.4%
Profile of `Cn1cccc1C(=O)C(=O)Nc1ccccc1` : i | 1.4 | 3% | -14% | -33% | -1% | -127% | -2.2% | 0% | 1.8%
Profile of `Cc1ccc(C(=O)NNC(=O)c2cc(OCC(F)(F)F)ccc2OCC(F)(F)F)cc1` : i | 0.6 | -2% | -22% | -11% | -2% | 7% | 3.9% | -12% | 7.0%
